Screens deposited in PubChem by The Scripps Research Institute Molecular Screening Center.
M1 PAM parental: nonselective calcium activators in parental CHO-K1 cells, primary screen, counter-screen for M1 PAM project, cell-based, Fluo-8 calcium fluorescence, full deck, 1536-well; ATP EC20; 0% at ATP EC20, 100% at ATP max; activation, % at 3 µM; actives 0.02% (n = 360,000);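 active = activation above the run cutoff, the mean activation of all test compounds plus 3 SD, cut at about 40% in these data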;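 also: peak over basal fluorescence ratio in a 140 s read after ATP addition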
TAAR1 ag: human TAAR1 agonists, primary screen, Fluo-8 calcium fluorescence, CHO RD-HGA16 cells. vehicle wells 0%, saturating PEA agonist 100%. activation, % at 3 µM. Trace amine-associated receptor 1 (Homo sapiens), Q96RJ0. actives 0.99% (n = 360,000);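 active = activation above the mean activation of all test compounds in the run plus 3 SD, cut at about 38% in these data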
Target sequence (Q96RJ0 whole entry, looked up): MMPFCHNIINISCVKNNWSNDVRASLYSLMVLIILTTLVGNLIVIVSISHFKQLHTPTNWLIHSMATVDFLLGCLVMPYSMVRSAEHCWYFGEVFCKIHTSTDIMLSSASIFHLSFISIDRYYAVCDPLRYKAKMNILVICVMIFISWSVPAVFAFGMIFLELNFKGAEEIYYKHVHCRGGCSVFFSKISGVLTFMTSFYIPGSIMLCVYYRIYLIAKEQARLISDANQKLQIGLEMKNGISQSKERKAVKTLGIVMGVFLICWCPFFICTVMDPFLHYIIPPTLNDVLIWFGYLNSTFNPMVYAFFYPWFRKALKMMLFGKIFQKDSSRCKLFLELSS
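Repeats: no replicates (n 1) | Material: CHO-derived RD-HGA16 cells with stable Gα16 and human TAAR1 | Technique: Kinetic Fluo-8 calcium fluorescence | Schedule: 17-24 h seeding, 75 min 37 °C dye, 30 min RT | Evaluation: % activation from peak over basal fluorescence ratio, DMSO-to-PEA scaled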
CHO parental Ca: ATP-evoked calcium signal inhibitors, parental CHO, primary screen, counter-screen for OX1R antagonist project, cell-based, fluorescence, Fluo-8 calcium dye; parental CHO-K1, ATP-induced calcium, Fluo-8 fluorescence; inhibition, % at 5.6 µM; actives 0.63% (n = 330,000); AID 463079, 2010;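 active = inhibition above that plate's mean sample inhibition plus 3 SD, cut at about 26% in these data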;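 also: 0% = ATP-challenged DMSO wells and 100% = DMSO wells without ATP; some compounds past the cut are filed as inactive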
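Material: Parental CHO cells | Reagent: ATP | Compound dosing: Single nominal dose of 5.6 µM per compound | Detection: Intracellular calcium via Fluo-8 no-wash fluorescent dye | Read-out: % inhibition of ATP-induced calcium mobilization | Benchmarks: Low control ATP plus DMSO, high control DMSO only | Replicates: Singlicate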
M1 ag: human M1 muscarinic receptor agonists, primary screen, Fluo-8 calcium fluorescence, CHO-K1 cells, HTS | actives 0.33% (n = 360,000) | AID 588814, 2011 | CHO-K1 hM1, agonist mode; 0% DMSO, 100% acetylcholine EC100 | activation, % at 3 µM;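 active = activation above the run's mean compound activation plus 3 SD, cut at about 16% in these data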;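 also: peak over basal fluorescence ratio within a 140 s kinetic read after compound addition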
Target sequence (P11229 whole entry, looked up): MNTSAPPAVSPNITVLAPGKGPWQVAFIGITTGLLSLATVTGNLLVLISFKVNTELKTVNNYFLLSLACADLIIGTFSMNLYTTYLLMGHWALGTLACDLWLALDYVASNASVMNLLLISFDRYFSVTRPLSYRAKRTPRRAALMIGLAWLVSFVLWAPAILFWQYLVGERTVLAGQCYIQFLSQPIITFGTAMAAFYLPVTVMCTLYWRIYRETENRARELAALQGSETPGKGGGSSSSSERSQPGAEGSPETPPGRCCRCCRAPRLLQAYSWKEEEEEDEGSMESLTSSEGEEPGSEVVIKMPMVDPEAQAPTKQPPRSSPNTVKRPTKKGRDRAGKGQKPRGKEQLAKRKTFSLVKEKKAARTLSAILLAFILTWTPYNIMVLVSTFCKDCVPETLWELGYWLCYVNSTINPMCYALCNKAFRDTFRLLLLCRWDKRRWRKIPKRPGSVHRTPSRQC
M1 ag parental: counter-screen for M1 agonists: effect in parental CHO-K1 cells | actives 0.48% (n = 360,000) | activation, % at 3 µM | AID 602248, 2012 | Fluo-8 calcium fluorescence; scaled to maximal ATP response, vehicle zero; in the data active = activation above about 15%;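 also: untransfected CHO-K1 host cells lacking M1 receptor as counterscreen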
M1 antag: human M1 muscarinic receptor antagonists, primary screen, CHO-K1 cells, Fluo-8 calcium fluorescence, 1536-well; CHO-K1 hM1, ACh EC80 antagonist; inhibition, % at 3 µM; actives 1.3% (n = 360,000); Muscarinic acetylcholine receptor M1 (Homo sapiens), P11229;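 active = percent inhibition above its own plate's cutoff, namely the mean of that plate's compound wells plus 3 SD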;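 also: peak over basal fluorescence ratio during 140 s after agonist addition; 0% = ACh EC80 plus DMSO and 100% = DMSO alone without agonist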
TAAR1 antag: human TAAR1 antagonists, primary screen, Fluo-8 calcium fluorescence, CHO RD-HGA16 cells; inhibition, % at 3 µM; Trace amine-associated receptor 1 (Homo sapiens), Q96RJ0; antagonist; actives 1.5% (n = 360,000);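 active = inhibition above a per-plate cutoff, the mean inhibition of test compounds on that plate plus 3 SD, cut at about 49% in these data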;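 also: 0% = DMSO plus EC80 beta-PEA response and 100% = DMSO alone without agonist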
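Test system: hTAAR1-expressing CHO RD-HGA16 cells, Gα16-coupled; Probe or stimulus: EC80 β-phenethylamine stimulus; Compound dosing: single nominal final test compound concentration of 3 µM; Timing: 140 s kinetic read after compound, 140 s after agonist; Signal: Fluo-8 calcium-sensitive fluorescence; Measure: % inhibition of agonist calcium response; Controls: DMSO and EC80 PEA controls.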
M1 PAM: human M1 muscarinic receptor positive allosteric modulators, primary screen, CHO-K1 cells, Fluo-8 calcium fluorescence, 1536-well; activation, % at 3 µM; actives 0.088% (n = 360,000); AID 588819, 2011; CHO-K1 hM1, ACh EC20; 0% = ACh EC20, 100% = maximal ACh; in the data active = activation above about 19%, passing the limit was not always enough
CHO-K1 Ca antag: counter-screen for M1 antagonists: effect in parental CHO-K1 cells; ATP-induced calcium, Fluo-8 fluorescence; inhibition, % at 3 µM; actives 0.6% (n = 360,000); AID 602250;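 active = inhibition above a per-plate cutoff, the plate's mean sample inhibition plus 3 SD, cut at about 24% in these data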;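 also: 0% = DMSO plus EC80 ATP and 100% = DMSO alone without ATP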
* = called active by the depositor; / = not tested or not shown.

SMILES	M1 PAM parental	TAAR1 ag	CHO parental Ca	M1 ag	M1 ag parental	M1 antag	TAAR1 antag	M1 PAM	CHO-K1 Ca antag
CCc1nc2ccc(C(=O)N3CCN(C(=O)c4ccco4)CC3)cn2c1N(CCC(C)C)CCN(C)C	-14	2	/	-1	-0.1	14	-28	-4	12
COc1ccc(-c2oc3ccc(N4CCOCC4)cc3c2C#Cc2ccc(N)cc2)cc1	16	-1	2	3	0.9	3	7	4	-9
O=C(NC1CCCCCCC1O)c1ccccc1 (stereo not given)	4	0	/	0	0.5	-23	-7	13	-8
CCCN(CCC)C(=O)CSc1nc2c(sc(=S)n2-c2ccc(OCC)cc2)c(=O)[nH]1	17	9	-11	-3	0.5	-1	-10	5	-11
COc1ccc2c(c1)c(=O)oc1cc(O)ccc12	1	0	2	-1	0.5	-10	-8	3	2
Cc1onc(-c2ccccc2)c1NC(=O)Nc1c(-c2ccccc2)noc1C	10	2	-24	-4	0.3	2	7	-8	-1
COc1cc(CNCc2cccs2)ccc1OCc1cccs1	6	14	-9	-13	5.6	21	-8	-24	-14
O=C(O)c1cc(NC(=O)c2ccc([N+](=O)[O-])cc2)cc(NC(=O)c2ccc([N+](=O)[O-])cc2)c1	-7	-1	3	-2	-0.1	0	-2	-2	4
CSc1nnc(N2C(=O)C(O)=C(C(=O)c3ccco3)C2c2ccc(F)cc2)s1 (stereo not given)	-10	3	32	-1	2.1	-10	-32	10	-4
O=C(O)CCc1nn2c3ccccc3n(Cc3ccccc3F)c2nc1=O	16	11	-12	-4	0.2	-8	4	10	-5
CN(c1ccc(OCC(=O)OCC(=O)c2c(N)n(C)c(=O)n(C)c2=O)cc1)S(=O)(=O)c1ccc2ccccc2c1	-1	15	-3	0	7.9	12	77*	2	-2
Cc1cccc(NC(=O)CSc2nnc(NC(=O)C3CCC3)s2)c1	-4	1	-11	0	6.1	-17	-10	6	-23

Sorted by number of heavy atoms (descending): 9 of the compounds above
SMILES	M1 PAM parental	TAAR1 ag	CHO parental Ca	M1 ag	M1 ag parental	M1 antag	TAAR1 antag	M1 PAM	CHO-K1 Ca antag
CN(c1ccc(OCC(=O)OCC(=O)c2c(N)n(C)c(=O)n(C)c2=O)cc1)S(=O)(=O)c1ccc2ccccc2c1	-1	15	-3	0	7.9	12	77*	2	-2
CCc1nc2ccc(C(=O)N3CCN(C(=O)c4ccco4)CC3)cn2c1N(CCC(C)C)CCN(C)C	-14	2	/	-1	-0.1	14	-28	-4	12
O=C(O)c1cc(NC(=O)c2ccc([N+](=O)[O-])cc2)cc(NC(=O)c2ccc([N+](=O)[O-])cc2)c1	-7	-1	3	-2	-0.1	0	-2	-2	4
CCCN(CCC)C(=O)CSc1nc2c(sc(=S)n2-c2ccc(OCC)cc2)c(=O)[nH]1	17	9	-11	-3	0.5	-1	-10	5	-11
Cc1onc(-c2ccccc2)c1NC(=O)Nc1c(-c2ccccc2)noc1C	10	2	-24	-4	0.3	2	7	-8	-1
O=C(O)CCc1nn2c3ccccc3n(Cc3ccccc3F)c2nc1=O	16	11	-12	-4	0.2	-8	4	10	-5
Cc1cccc(NC(=O)CSc2nnc(NC(=O)C3CCC3)s2)c1	-4	1	-11	0	6.1	-17	-10	6	-23
COc1cc(CNCc2cccs2)ccc1OCc1cccs1	6	14	-9	-13	5.6	21	-8	-24	-14
O=C(NC1CCCCCCC1O)c1ccccc1 (stereo not given)	4	0	/	0	0.5	-23	-7	13	-8

Additional entries follow:
SMILES	M1 PAM parental	TAAR1 ag	CHO parental Ca	M1 ag	M1 ag parental	M1 antag	TAAR1 antag	M1 PAM	CHO-K1 Ca antag
COc1cc(C(=O)NCCOc2cc(C)ccc2C(C)C)cc(OC)c1OC	-3	2	22	8	16*	15	-6	-9	23
CCO[C@H]1OC(C(=O)O)=C[C@@H](C(C)(C)C)[C@@H]1CCCO	-8	0	-6	-6	-0.1	9	-11	-4	2
CCOC(=O)N1CCN(C(=O)CSc2ncccn2)CC1	11	8	-2	-3	0.2	-8	6	8	-7
CCCCCCN1CCN(C2CN(C3CCCCC3)S(=O)(=O)C2)CC1 (stereo not given)	13	1	/	5	2.1	0	-10	0	-1
CCN(C(=O)COC(=O)c1ccccc1OCc1ccc(Cl)cc1)C1CCS(=O)(=O)C1 (stereo not given)	11	4	-19	-2	0.5	-7	-15	1	-12
COc1ccc(OC)c(C(=O)NC(CC(N)=O)c2ccc(N3CCC(N4CCCC4)CC3)c([N+](=O)[O-])c2)c1 (stereo not given)	6	2	-1	-9	-0.1	-1	-2	1	-11
CCc1c(C)sc(NC(=O)C2CC(c3c(F)cccc3Cl)=NO2)c1C#N (stereo not given)	7	3	-26	-1	2.3	1	18	-4	-6
CC(=O)Nc1ccc(NC(=O)C2(C)Cc3c(-c4cccc(NC(C)=O)c4)ccnc3O2)cc1 (stereo not given)	5	1	/	-1	0.3	-8	-11	8	7
Cn1nc(C(F)(F)F)c(/C=N/OC(=O)c2ccccc2Cl)c1SCc1ccccc1Cl	20	3	2	-7	1.6	33*	15	-28	-14
COc1ccccc1Nc1nc(-c2c(C)nc3ncccn23)cs1	0	-2	/	-1	8.1	11	12	-7	2
Cc1cc(OC(=O)Nc2ccccc2)ccc1Cl	9	7	/	-2	7.5	0	-9	0	0
Cc1cccc(C(=O)O/N=C2\CCSc3ccc(C)cc32)c1	-5	3	-20	-3	0.4	-9	5	10	-4
Cn1c(CNC(=O)c2ccccc2F)nnc1SCC(=O)c1ccccc1	-16	2	-13	-2	0.0	13	-16	-4	3
N#Cc1c(-c2ccccc2)cc(-c2ccc3c(c2)OCO3)[nH]c1=O	3	-1	-11	-2	0.0	4	-23	4	-5
O=C1CC(N(O)C2CC(=O)N(Cc3ccccc3)C2=O)C(=O)N1Cc1ccccc1 (stereo not given)	1	17	-20	-2	2.9	24	68*	-6	-2
CC1(C)C=C2C(=NN(c3ccccc3)C(N)=C2C#N)CO1	8	0	-13	-3	0.5	-6	-1	-2	-1
CCN(C(=O)CN1C(=O)S/C(=C\c2cccc(OC)c2)C1=O)C1CCS(=O)(=O)C1 (stereo not given)	16	2	-22	-4	0.6	-26	-14	21	-13
CCOC(=O)c1ccccc1NC(=O)c1cc2ccccc2o1	12	5	/	1	-0.2	-19	7	10	1
COc1cc(N)ccc1Cc1ccc(N)cc1OC	21	5	2	-5	0.4	3	5	-5	-3
CC12COC3(C(=O)Nc4ccc(Cl)cc4)CC1CCC32C (stereo not given)	18	12	-16	-4	3.2	-2	-20	5	-5
Cc1cc(C)nc(Sc2ccc(/C=C(\C#N)C(=O)Nc3ccccc3)o2)n1	-1	2	-22	-4	1.4	-17	17	5	-18
CCC(Cc1ccccc1)NC(=O)C1CCN(c2nn3c(=O)cc(C)nc3s2)CC1 (stereo not given)	1	1	-12	-5	0.7	13	-21	-3	-4
CCn1c(CNC(=O)c2ccco2)nnc1SCC(=O)Nc1cccc(F)c1	14	8	-17	-7	0.4	-4	-1	11	-12
O=C(c1cc(-c2ccc(Cl)cc2)n[nH]1)N1CCc2ccccc2C1	-16	0	-13	-4	-0.4	2	-19	0	7
Nc1ccc(Oc2ccc3c(c2)C(=O)N(CC2CCCO2)C3=O)cc1 (stereo not given)	15	1	7	1	2.3	-9	-12	9	-4
CN(C)/C=C/C(=O)c1ccc(Cl)cc1	5	-1	-8	-4	0.2	-6	7	13	-7
CCOc1ccc(N2CC(C(=O)NCc3nnnn3-c3ccc(C)c(C)c3)CC2=O)cc1 (stereo not given)	0	1	-19	-3	0.0	-2	-7	0	-11
Cc1nn(Cc2ccccc2)c(C)c1NC(=O)CSc1nnc(-c2cc(Cl)ccc2O)n1C	4	14	-13	-7	5.2	-15	-7	-1	-15
Cn1cnc(S(=O)(=O)N2CCN(c3ccc(F)cc3)CC2)c1	-20	2	-9	-1	0.4	5	-26	2	8
Cc1ccc(OC(C)C(=O)OCC(=O)Nc2sccc2C(N)=O)cc1 (stereo not given)	-10	6	6	4	15*	17	37	-8	5
COc1ccc(C(=O)NCC(=O)OCC(=O)c2c(C)[nH]c3ccccc23)cc1OC	-12	15	-12	-2	0.1	20	-16	-12	5
O=C(CSc1ncnc2scc(-c3ccccc3)c12)N1CCN(c2ccccc2F)CC1	15	0	-9	-6	0.9	3	20	0	5
O=C(COC(=O)c1ccccc1)Nc1cccc(S(=O)(=O)N2CCOCC2)c1	11	2	-7	-1	2.3	-9	-10	10	-12
COc1cccc(C(C)(O)c2nc(-c3ccc(OC)c(OC)c3)cs2)c1 (stereo not given)	6	-1	/	-2	2.8	-7	-5	1	-14
CCOC(=O)C1(C)CCCCN1C(=O)c1ccoc1 (stereo not given)	-7	1	/	1	0.4	-3	-18	0	-5
NS(=O)(=O)c1ccc(CCNC(=O)c2ccc([N+](=O)[O-])cc2[N+](=O)[O-])cc1	-1	2	9	-4	0.4	-10	17	5	-2
CC1CC1C(=O)OCC(=O)Nc1ccc2[nH]c(=O)[nH]c2c1 (stereo not given)	17	3	0	-4	0.0	1	6	2	-15
CCOc1ccc(C(=O)Nc2ccccc2CC)cc1[N+](=O)[O-]	25	0	-9	-10	2.0	-19	15	11	-12
COc1ccc(C2CC(c3cccs3)=NN2C(=O)CCC(=O)O)cc1OC (stereo not given)	4	12	-2	0	-0.3	-19	-7	10	6
C=C(Br)Cn1c(CCC)nc2ccccc21	9	-3	-17	-5	0.3	4	14	1	-2
Cc1ccc(NC(=O)CN(c2ccc3c(c2)OCO3)S(=O)(=O)c2c(C)n[nH]c2C)cc1	16	8	-2	-7	3.6	-12	40	2	-4
O=C(COC(=O)C1CC2C=CC1C2)Nc1cccc(S(=O)(=O)N2CCCCC2)c1 (stereo not given)	7	6	-11	0	14	11	20	-6	8
Oc1cccc(CN2CCOCC2)c1O	12	5	/	1	1.1	-10	-22	7	-2
CCCCCCOC(=O)Nc1ccc(S(=O)(=O)Nc2cccc([N+](=O)[O-])c2)cc1	13	0	1	-4	0.0	-7	6	5	-6
CCN1C(=O)/C(=C\N2CCN(c3ccccc3)CC2)SC1=S	6	2	-8	-5	0.1	-7	17	4	6
Cc1ccc(N2C(=O)CC(N3CCN(c4ccccn4)CC3)C2=O)cc1 (stereo not given)	15	0	-2	-9	0.1	-12	-5	7	-2
